SIAH1 antagonists = Siah-1 peptide-binding antagonists, primary screen, biochemical, fluorescence polarization, rhodamine-plectin, uHTS (AID 1817). actives 0.02% (n = 290,000). Siah-1 / rhodamine-plectin peptide fluorescence polarization; higher % means a stronger effect. displacement, % at 20 µM; hits with a dose series show IC50 in µM;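 active = displacement of at least 50% at 20 µM, with a fluorescence ratio check between 0.3 and a set limit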;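 note: plate controls were Siah plus tracer with DMSO for no effect and tracer alone without Siah for full effect; strong numbers were not always called active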
P. falciparum M1AAP = malaria alanyl aminopeptidase activity blockers – biochemical, fluorogenic H-Leu-NHMec substrate, 1536-well (AID 1445); recombinant M1AAP, H-Leu-NHMec fluorogenic kinetic assay; higher % means a stronger effect; inhibition, % at 30 µM, or IC50 in µM where a hit was titrated; actives 0.42% (n = 220,000);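 active = primary inhibition above the hit cutoff, then over 50% inhibition at one or more dose response concentrations, cut at about 23% in these data, passing the limit was not always enough; inconclusive = conflicting primary data, or primary hits not chosen for dose response; inactive = low primary inhibition, or under 50% at every dose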;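 note: plate controls were DMSO full reaction for no effect and no enzyme background for full effect; strong numbers were not always called active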
XIAP displacement = small molecules displacing peptide from XIAP – biochemical, IAP family, fluorescence polarization (AID 1018) | XIAP BIR domain, fluorescence polarization peptide displacement; higher % means a stronger effect | one-dose displacement, % at 20 µM; IC50 in µM for titrated hits | actives 0.007% (n = 200,000); in the data active = displacement above about 50%; note: a part of the inactive calls stands beside numbers as strong as those of hits
NOD2 inhibition = inhibition of NOD2-driven NF-kB reporter – cell-based, luminescence, uHTS, HEK293 (AID 1566); HEK293 NOD2/NF-kB luciferase reporter, luminescence; higher % means a stronger effect; inhibition, % at 4 µM, or EC50 in µM where a hit was titrated; actives 0.63% (n = 290,000); note: many of its hits are not listed in these tables
ER stress rescue = protection against thapsigargin-triggered cell killing – 384-well, CSM14.1, ATP luminescence, primary screen (AID 1222) | CSM14.1 thapsigargin-induced death rescue, ATP luminescence; higher % means a stronger effect | cellular ATP content (survival), % at 20 µM; hits with a dose series show EC50 in µM | 190,000 tested, under 10 active;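 active = EC50 below 50 µM in the dose-response confirmation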;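 note: death triggered by thapsigargin at about 15 µM added after 2 h compound pretreatment; cell ATP read after overnight thapsigargin exposure of roughly 18 to 22 hours; normalized against plate controls of thapsigargin alone and 5% DMSO vehicle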
AID2073 = disruptors of CaV2.2 binding to Mint1 – biochemical, HTRF (AID 2073); actives 0.19% (n = 290,000); one-dose inhibition, % at 20 µM; IC50 in µM for titrated hits; HTRF protein-protein interaction, Mint1-CaV2.2; higher % means a stronger effect; in the data active = inhibition mostly above about 51%, no sharp cut-off; inconclusive = no clear call, values can overlap the other calls; inactive = mostly below about 53%; note: some results filed as inactive read as strong as hits
Lipid droplet = hepatic lipid droplet formation modulation; inhibition, % at 6.5 µM; actives 0.4% (n = 240,000); AID 1656; AML12 mouse hepatocytes, oleate lipid droplets, BODIPY imaging;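 active = lipid droplet intensity inhibited by at least 50%, with more than 500 cells counted; inconclusive = wells with under 300 cells, treated as cytotoxic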
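System: AML12 hepatocytes (mouse). Probe or stimulus: oleic acid at 100 µM to induce lipid droplet formation. Times: overnight treatment with compound plus oleate. Detection: Image-based BODIPY and DAPI two-channel analysis. Evaluation: percent inhibition of filter-corrected integrated lipid droplet intensity per well.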
M17LAP inhibition = P. falciparum M17LAP inhibitors, primary screen, biochemical, fluorogenic H-Leu-NHMec substrate, 1536-well (AID 1619); inhibition, % at 30 µM; hits with a dose series show IC50 in µM; recombinant M17LAP, H-Leu-NHMec fluorogenic kinetic assay; higher % means a stronger effect; actives 0.38% (n = 220,000);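 active = compound inhibiting the enzyme by more than half at any dose during confirmatory dose-response retesting; inconclusive = strong single-dose inhibitors picked by rank but not retested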;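 note: plate controls were full reaction with DMSO carrier for no effect and no enzyme background for full effect; strong numbers were not always called active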
LYP inhibition = PTPN22 lymphoid phosphatase activity blockers – biochemical, fluorescence intensity, uHTS (AID 1779). recombinant LYP phosphatase, fluorescence intensity; higher % means a stronger effect. one-dose inhibition, % at 11.5 µM; IC50 in µM for titrated hits. actives 0.054% (n = 290,000);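 note: plate controls were vehicle with enzyme for no effect and no enzyme for full effect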
Lipid droplet cells 6.5 µM = also measured in Lipid droplet; calls as there; cell count; measured here: cell count, cytotoxicity flag;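 cells counted across two imaged fields per well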
Numbers without * were called inactive; ? = inconclusive; / = not tested or not shown. Cut-off read from the data, not from the text of the source, unless noted: active = inhibition above about 50%; inactive = the rest. Not all compounds are listed (hit frequency here may not be typical).

SMILES	SIAH1 antagonists	P. falciparum M1AAP	XIAP displacement	NOD2 inhibition	ER stress rescue	AID2073	Lipid droplet	Lipid droplet cells 6.5 µM	M17LAP inhibition	LYP inhibition
O=C(O)c1ccc2nnn(O)c2c1	3.5%	2.7%	/	6.8%	/	13.0%	-1.7	698	-2.2%	2.5%
Cc1ccc2nc(NC(=O)C3CC(=O)N(Cc4ccco4)C3)sc2c1 (stereo unspecified)	5.8%	2.7%	-3.8%	-20.8%	/	10.9%	21.5	671	1.6%	3.9%
COc1ccc(S(=O)(=O)N2CCN(C3CCN(Cc4ccccc4)CC3)CC2)cc1	1.6%	-7.5%	-2.3%	-1.1%	1.0%	-4.6%	/	/	-12.5%	-7.3%
CC12CCC(=O)N1C(C(=O)NCCc1ccc(S(N)(=O)=O)cc1)CS2 (stereo unspecified)	4.3%	/	/	-4.4%	/	5.0%	-14.8	650	/	-7.2%
CC(=O)C(CC(=O)N1CCCc2ccccc21)C(=O)Nc1ccc(F)cc1 (stereo unspecified)	-2.0%	4.0%	-6.3%	8.0%	-2.6%	5.2%	39.4	733	5.5%	-0.9%
O=C(Cc1ccccc1)Nc1nc(=O)c2ccccc2s1	-5.4%	5.3%	0.2%	-4.2%	0.1%	-16.9%	/	/	-6.3%	-11.9%
CC(=O)Nc1ccc(N2CCN(Cc3ccccc3F)CC2)cc1	6.3%	9.8%	3.1%	-12.5%	/	9.4%	-2.6	636	-1.1%	-0.6%
COc1cccc(CN2CC(C(=O)N(C)Cc3nc(C)cs3)CCC2=O)c1 (stereo unspecified)	0.4%	/	/	6.3%	/	4.2%	11.4	705	/	-4.1%
CCOC(=O)c1c(C)[nH]c(C)c1C(=O)COC(=O)c1cc(OC)c(OC)cc1OC	0.0%	4.2%	-4.7%	4.8%	-1.3%	9.2%	-1.3	704	10.0%	-5.1%
COc1ccc2cc(CN(CC3COCCO3)S(=O)(=O)c3ccc(Cl)cc3)c(=O)[nH]c2c1 (stereo unspecified)	-0.1%	-2.0%	-4.7%	7.8%	-1.0%	-3.0%	/	/	-7.1%	1.9%
CCOC(=O)c1sc2nc(SCC(=O)N(CC)CC)n(CCCN3CCCC3=O)c(=O)c2c1C	-0.3%	4.8%	-9.1%	9.0%	-0.4%	-19.5%	-0.6	787	8.6%	-4.4%
Cc1cc(C)cc(NC(=O)COC(=O)CCc2ccc(S(=O)(=O)N3CCOCC3)cc2)c1	3.8%	-0.5%	-1.6%	-3.0%	-1.8%	-2.1%	20.6	669	-4.5%	-1.5%
CC(CN1CCCCC1)OC(=O)CCc1ccccc1 (stereo unspecified)	-0.4%	-3.1%	-0.5%	0.6%	-0.8%	-9.2%	-1.0	721	6.2%	-6.0%
CCc1cccc(N(C(=O)c2csnn2)C(C(=O)NC2CCCCC2)c2cccnc2)c1 (stereo unspecified)	8.1%	/	/	10.7%	/	9.2%	-3.7	797	/	-4.7%
O=C(c1ccncc1)c1nccn1-c1ccccn1	1.0%	0.0%	-3.0%	2.9%	1.6%	7.6%	/	/	-7.8%	-7.6%
O=C1CCN(Cc2ccc(Cl)cc2)N1	0.7%	/	/	-8.0%	/	9.0%	10.0	412	/	-6.3%
O=C(CSc1nc2ccccc2c(=O)n1CCCN1CCOCC1)N1CCN(c2ccccc2)CC1	6.0%	2.0%	-1.8%	9.8%	0.1%	-6.6%	9.8	685	5.5%	-5.1%
CCc1cc(=O)oc2cc(C)cc(OCC(=O)NCCN3CCOCC3)c12	-3.2%	/	/	2.4%	/	12.5%	14.5	769	/	-9.0%
COc1ccccc1/C=N/n1nnnc1N	3.2%	/	/	-0.7%	/	6.3%	3.7	830	/	1.6%
O=S(=O)(NC1CC1)c1ccc(S(=O)(=O)N2CCN3CCCC3C2)cc1 (stereo unspecified)	2.0%	-5.4%	-1.1%	-22.2%	-0.1%	4.5%	/	/	-2.5%	2.6%

Quoted from the listing.
`COc1ccccc1/C=N/n1nnnc1N` in SIAH1 antagonists reads 3.2%
`Cc1cc(C)cc(NC(=O)COC(=O)CCc2ccc(S(=O)(=O)N3CCOCC3)cc2)c1` in LYP inhibition reads -1.5%

(further entries)
SMILES	SIAH1 antagonists	P. falciparum M1AAP	XIAP displacement	NOD2 inhibition	ER stress rescue	AID2073	Lipid droplet	Lipid droplet cells 6.5 µM	M17LAP inhibition	LYP inhibition
Cc1ccccc1OCC(=O)Nc1ccc([N+](=O)[O-])cc1	-0.5%	/	/	7.7%	/	11.3%	-10.0	817	/	-9.9%
CCCC(=O)Nc1ccc(S(=O)(=O)Nc2cc(C)nc(C)n2)cc1	27.8%	5.2%	-4.0%	8.4%	0.8%	13.9%	/	/	2.2%	-2.2%
Cc1ccc(C(=O)N/C(=C\c2ccccc2)C(=O)NCCN2CCOCC2)cc1	-0.4%	/	/	-10.4%	/	-0.4%	-55.4	732	/	4.4%
COc1ccccc1C(=O)Nc1ccc(N2CCN(S(C)(=O)=O)CC2)cc1	-1.6%	2.8%	-4.0%	-22.0%	-1.3%	-1.7%	-9.0	594	-1.7%	0.5%
CC1CCN(S(=O)(=O)c2cccc(C(=O)Oc3ccc([N+](=O)[O-])cc3)c2)CC1	5.9%	-5.9%	-7.9%	7.1%	0.3%	-4.3%	-1.8	471	-1.6%	-3.4%
Cc1cc(=O)oc(C)c1C(=O)N[C@@H]1CCCCNC1=O	-3.7%	-1.0%	-5.4%	10.1%	-0.7%	-0.8%	2.2	745	12.0%	-7.2%
COc1cc(OC)cc(C(=O)Nc2nnc(NC(=S)Nc3ccccc3)s2)c1	8.1%	-1.9%	-0.1%	7.1%	-2.1%	6.0%	-32.1	612	-2.6%	12.8%
CCCCn1c(=O)n(CC(=O)Nc2ccc(C)c(Cl)c2)c(=O)c2c1ncn2Cc1ccco1	-4.6%	1.3%	-8.2%	-21.5%	/	22.3%	-3.6	656	31.8%	8.1%
CC(=O)Nc1c(F)cc(Br)cc1F	8.5%	-3.0%	/	3.2%	/	-2.9%	-8.0	734	13.0%	-7.6%
O=C(NCCCn1ccnc1)c1nn2c(C(F)(F)F)cc(-c3ccccc3)nc2c1Cl	17.6%	19.6%	-4.6%	10.7%	-2.1%	-0.6%	-3.8	664	13.9%	-3.9%
COc1ccc2c(c1OC)C(=O)N1c3ccccc3N=C(c3ccc([N+](=O)[O-])cc3)CC21 (stereo unspecified)	-0.1%	8.2%	-1.0%	-21.8%	0.0%	46.0%	-5.3	676	9.8%	0.3%
CCCc1ccc(C(=O)CCC(=O)O)cc1	-3.4%	1.5%	-3.5%	8.3%	-0.5%	1.2%	/	/	16.9%	-5.3%
CC(C)Cn1cc(F)c(=O)n(CC(C)C)c1=O	14.0%	3.3%	-1.5%	12.3%	-0.9%	-8.2%	2.2	714	6.6%	-0.9%
Cc1ccc(N2C(=O)C3CCC(C)(C2=O)C3(C)C)cc1 (stereo unspecified)	7.7%	2.7%	/	3.3%	/	8.5%	-16.1	722	7.9%	-7.1%
COc1ccc(S(=O)(=O)N2CCOC2CNC(=O)C(=O)NCc2ccccc2Cl)cc1 (stereo unspecified)	9.6%	/	/	-2.8%	/	8.0%	3.1	829	/	-3.4%
O=C(O)CC/C(=N\NC(=O)c1ccc(F)cc1)c1ccc(Br)cc1	0.5%	2.5%	7.2%	-2.3%	-3.0%	1.0%	-11.1	688	3.9%	-4.8%
CCc1ccc(Nc2cnn(C34CC5CC(CC(CC(=O)O)(C5)C3)C4)c(=O)c2Cl)cc1	6.0%	10.8%	-1.3%	-5.0%	-0.3%	1.1%	-2.6	757	53.3%	-1.9%
Cc1ccc(OCC(=O)N2N=C(c3cccnc3)CC2(O)C(F)(F)F)cc1C (stereo unspecified)	-0.4%	2.5%	0.4%	10.3%	-0.7%	-2.3%	-5.7	647	-0.7%	-4.5%
CCN(CCO)c1nc(NCc2ccccc2)c2cnn(C)c2n1	4.4%	/	/	10.0%	/	3.4%	-27.8	730	/	-13.7%
O=C1CC(=O)NC(SCC(=O)Nc2ccccc2[N+](=O)[O-])=N1	17.6%	/	/	8.2%	/	4.8%	-9.1	739	/	-11.1%
COC(=O)c1ccc(C(=O)Nc2ccc(C(C)C)cc2N)cc1	-0.2%	3.3%	-5.5%	8.3%	-1.8%	-0.7%	7.7	642	-0.3%	-1.2%
CCCC1Cc2c(sc(NC(=S)NC(=O)c3ccccc3)c2C#N)CO1 (stereo unspecified)	-4.7%	-5.6%	-8.7%	18.9%	-0.4%	-35.0%	-1.0	551	3.0%	4.5%
COc1ccccc1N1CCN(C(=O)CCSCc2ccccc2F)CC1	5.7%	-0.5%	-5.4%	-2.2%	0.0%	-13.2%	-1.6	778	-2.8%	-3.7%
Cc1cc(C)c2cc(C#N)c(SCC(=O)Nc3cc(C)on3)nc2c1	-0.1%	/	/	38.2%	/	34.0%	-2.4	810	/	-10.3%
CC(=O)NCCn1c(SCc2ccccc2F)nc2ccccc2c1=O	0.0%	0.1%	1.5%	-17.3%	-2.4%	-0.5%	/	/	6.4%	0.2%
O=C(CSc1nnc2c(n1)[nH]c1ccc(F)cc12)OCc1ccccc1	3.3%	2.0%	-4.4%	-1.9%	-2.5%	-4.0%	/	/	5.3%	-7.2%
Cc1ccc(C(=O)OCC(=O)NCc2ccc3c(c2)OCO3)s1	-1.0%	?	-1.7%	-3.1%	1.2%	-0.7%	/	/	0.6%	-1.1%
CCC(=O)c1cn(CC(=O)Nc2ccccc2)c2ccccc12	0.6%	/	/	3.6%	/	1.5%	-17.0	759	/	-5.0%
COc1ccc(NC(=O)N2CCCCCC2)c(OC)c1	2.6%	6.9%	-4.1%	-1.5%	-0.1%	-0.7%	-6.2	676	6.9%	-4.0%
CN(c1cccc(NC(=O)CN(c2ccc(Cl)c(Cl)c2)S(=O)(=O)c2ccccc2)c1)S(C)(=O)=O	5.4%	3.4%	1.0%	6.9%	2.5%	11.8%	-15.6	697	-6.7%	7.1%
COc1ccc(-c2sccc2C(C)C(=O)O)cc1 (stereo unspecified)	0.8%	-1.7%	2.0%	2.4%	-2.0%	16.7%	/	/	6.9%	-3.5%
CCCS(=O)(=O)N1CCN(CC2CC3C=CC2C3)CC1 (stereo unspecified)	6.0%	-0.4%	-10.7%	-1.5%	-0.7%	-2.2%	/	/	5.1%	-1.5%
